GRIN3A LBD mod: modulates the human NR3A ligand-binding domain; NR3A LBD differential scanning fluorimetry, Tm shift; 0% = protein alone, 100% = glycine-bound protein; Tm shift relative to glycine control, % at 25 µM; 340,000 compounds, 2.5% hits; AID 1259313;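 active = melting temperature shift of at least 10% of the positive control shift, at one fixed dose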
CXCR6 inh: inhibitors of human CXCR6 receptor; CHO-K1 PathHunter CXCR6 beta-arrestin, luminescence; 360,000 compounds, 0.36% hits; inhibition, % at 20 µM; in the data active = inhibition above about 34%, passing the limit was not always enough;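 also: antagonist mode with CXCL16 agonist at 10 nM final; 0% = 10 nM CXCL16 with DMSO and 100% = unstimulated wells without agonist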
Target sequence (O00574 whole entry, looked up): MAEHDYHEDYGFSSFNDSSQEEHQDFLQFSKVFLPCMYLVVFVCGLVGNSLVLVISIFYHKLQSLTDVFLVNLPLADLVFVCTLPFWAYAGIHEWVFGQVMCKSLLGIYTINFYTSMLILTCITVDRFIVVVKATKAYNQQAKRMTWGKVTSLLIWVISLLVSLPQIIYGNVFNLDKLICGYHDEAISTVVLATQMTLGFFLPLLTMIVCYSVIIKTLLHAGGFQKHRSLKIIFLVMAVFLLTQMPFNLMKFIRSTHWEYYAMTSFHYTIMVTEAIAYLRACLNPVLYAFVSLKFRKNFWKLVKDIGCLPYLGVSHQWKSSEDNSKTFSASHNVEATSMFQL
MPTP block: blocks calcium-induced mitochondrial swelling | 360,000 compounds, 1.4% hits | isolated mouse mitochondria, Ca2+ swelling absorbance, 30 min | inhibition, % at 10 µM;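 active = inhibition of 50% or more, scaled per plate between neutral and stimulator controls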;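 also: 0% = DMSO wells given calcium and 100% = 1 mM EGTA wells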
APOBEC3A inh: human APOBEC3A DNA deaminase inhibition; P31941; 330,000 compounds, 0.41% hits; AID 493011; recombinant A3A, FAM/TAMRA ssDNA deamination fluorescence; inhibition, % at 20 µM;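 active = at least 40% inhibition at 20 µM here, with at most 30% in a related deaminase screen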;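 also: plate controls were A3A with DMSO for no effect and wells lacking A3A enzyme for full effect; some results filed as inactive read as strong as hits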
Gli-Sufu block: blocks Gli-Sufu signaling in a luciferase reporter; Sufu-KO-LIGHT fibroblasts, Gli luciferase reporter luminescence; AID 588413; inhibition, % at 5 µM; 340,000 compounds, 0.74% hits;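 active = inhibition above about 55%, limit read from the data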;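 also: 0% = DMSO-treated cells and 100% = wells with medium but no cells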
A3G deaminase: inhibitors of human APOBEC3G DNA deaminase; recombinant A3G, ssDNA deamination FAM/TAMRA fluorescence; Q9HC16; AID 493012; 330,000 compounds, 0.28% hits; inhibition, % at 20 µM;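 active = inhibition of at least 40% at 20 µM, with no more than 30% in the related APOBEC3A deaminase screen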;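 also: plate controls were DMSO wells with A3G for no effect and wells lacking A3G enzyme for full effect; some compounds called inactive have numbers as strong as hits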
Target sequence (Q9HC16 whole entry, looked up): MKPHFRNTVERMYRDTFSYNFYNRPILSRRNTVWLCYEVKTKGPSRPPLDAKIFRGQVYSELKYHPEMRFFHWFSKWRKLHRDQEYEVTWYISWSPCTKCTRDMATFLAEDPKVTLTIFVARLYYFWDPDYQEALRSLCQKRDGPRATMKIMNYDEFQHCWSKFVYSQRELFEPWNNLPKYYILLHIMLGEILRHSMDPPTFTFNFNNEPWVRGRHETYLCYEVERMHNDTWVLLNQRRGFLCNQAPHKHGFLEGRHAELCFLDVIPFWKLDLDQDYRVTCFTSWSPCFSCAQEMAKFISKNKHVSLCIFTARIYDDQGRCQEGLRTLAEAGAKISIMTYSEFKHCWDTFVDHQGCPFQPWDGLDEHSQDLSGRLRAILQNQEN
EBI2 block: antagonists of human EBI2 receptor | P32249 | EBI2 beta-arrestin recruitment, luminescence, 7a,25-OHC stimulated | inhibition, % at 5 µM | 360,000 compounds, 0.81% hits; in the data active = inhibition above about 38%;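 also: enzyme fragment complementation signal reports receptor beta-arrestin coupling in cells; 0% = agonist plus DMSO wells and 100% = wells without agonist; some results beyond the cut were filed as inactive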
CCR6 antagonist: CCR6 (human) receptor antagonism. AID 493098. inhibition, % at 20 µM. CHO-K1 CCR6 PathHunter beta-arrestin, luminescence, CCL20-stimulated. 340,000 compounds, 0.49% hits. P51684;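 active = compounds whose inhibition of the agonist-driven luminescence signal at 20 µM reaches about 50%, limit read from the data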;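 also: cells stimulated with CCL20 at 14 nM final; plate controls were DMSO with CCL20 for no effect and DMSO without agonist for full effect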
Target sequence (P51684 whole entry, looked up): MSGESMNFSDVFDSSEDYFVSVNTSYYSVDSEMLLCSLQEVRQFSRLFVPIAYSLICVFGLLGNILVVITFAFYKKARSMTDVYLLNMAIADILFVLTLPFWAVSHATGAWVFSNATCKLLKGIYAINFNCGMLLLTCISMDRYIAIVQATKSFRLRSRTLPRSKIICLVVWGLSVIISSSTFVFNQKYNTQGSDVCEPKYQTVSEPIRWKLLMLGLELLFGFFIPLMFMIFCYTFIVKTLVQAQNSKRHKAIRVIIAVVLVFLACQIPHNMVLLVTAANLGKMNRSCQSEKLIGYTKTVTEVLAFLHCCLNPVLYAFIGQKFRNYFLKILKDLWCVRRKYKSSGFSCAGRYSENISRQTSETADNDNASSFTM
Starred values were filed as active, the others as inactive. Compounds were not picked by outcome (roughly 5.8% active in at least one column).

Screening CN(C)c1ccc(N=Cc2cccn2C)cc1 returned GRIN3A LBD mod -2, CXCR6 inh -4, MPTP block -0.3, APOBEC3A inh -3, Gli-Sufu block -32, A3G deaminase 3, EBI2 block 10 and CCR6 antagonist 13.
`COc1ccc2nc(NC(=O)c3cccc(N4C(=O)CCC4=O)c3)sc2c1` gave GRIN3A LBD mod 1, CXCR6 inh -7, MPTP block -1.2, APOBEC3A inh 1, Gli-Sufu block -14, A3G deaminase 1, EBI2 block 5 and CCR6 antagonist 4.
For Cc1c(NC(=O)CSc2ccc3ccccc3n2)c(=O)n(-c2ccccc2)n1C the results were GRIN3A LBD mod 4, CXCR6 inh -5, MPTP block 0.1, APOBEC3A inh 0, Gli-Sufu block 0, A3G deaminase 0, EBI2 block -9 and CCR6 antagonist 6.
Screening CC1CC(C)CN(C(=O)COC(=O)c2nn(C)c(=O)c3ccccc23)C1 (centres undefined) returned GRIN3A LBD mod 1, CXCR6 inh 11, MPTP block 0.2, APOBEC3A inh 0, Gli-Sufu block 4, A3G deaminase -2, EBI2 block -6 and CCR6 antagonist 11.
Screening CCN(CC)CCN(Cc1cc2cc3c(cc2[nH]c1=O)OCCO3)C(=S)NCCCN(C)C returned GRIN3A LBD mod -1, CXCR6 inh 6, MPTP block 0.3, APOBEC3A inh -1, A3G deaminase -5, EBI2 block -7 and CCR6 antagonist 0.
Screening CC(=O)NCC(=O)OCN1C(=O)c2ccccc2C1=O returned GRIN3A LBD mod 0, CXCR6 inh -8, MPTP block 2.3, APOBEC3A inh -4, Gli-Sufu block -1, A3G deaminase -4, EBI2 block 9 and CCR6 antagonist 0.
Screening CCCC(=O)OCC(=O)Nc1ccc([N+](=O)[O-])cc1C#N returned GRIN3A LBD mod 1, CXCR6 inh -6, MPTP block 3.0, APOBEC3A inh 0, Gli-Sufu block 5, A3G deaminase -3, EBI2 block 9 and CCR6 antagonist 4.
`CCn1c(C(C)NC(C)=O)nc2ccccc21` (centres undefined) gave GRIN3A LBD mod -2, CXCR6 inh 2, MPTP block 0.0, APOBEC3A inh 1, Gli-Sufu block 1, A3G deaminase 1, EBI2 block -3 and CCR6 antagonist 9.
Screening O=C(c1ccccc1)N1CCN(C(=O)c2ccccc2)CC1 returned GRIN3A LBD mod -1, CXCR6 inh -3, MPTP block -5.5, APOBEC3A inh -4, Gli-Sufu block -2, A3G deaminase -4, EBI2 block -4 and CCR6 antagonist 16.
`N/C(=N\OC(=O)Nc1ccccc1)c1ccno1` gave GRIN3A LBD mod 4, CXCR6 inh -7, MPTP block 0.9, APOBEC3A inh 0, Gli-Sufu block -2, A3G deaminase -4, EBI2 block 4 and CCR6 antagonist 10.
For CCN(CC)C(=O)C1CCC(CNS(=O)(=O)c2cccc3nsnc23)CC1 (centres undefined) the results were GRIN3A LBD mod -1, CXCR6 inh 1, MPTP block -1.0, APOBEC3A inh 2, Gli-Sufu block 25, A3G deaminase 1, EBI2 block -7 and CCR6 antagonist -1.
Screening COCCNC(=O)CNC(=S)N(Cc1ccccc1)Cc1cccnc1 returned GRIN3A LBD mod 2, CXCR6 inh 0, MPTP block 0.3, APOBEC3A inh 2, Gli-Sufu block 2, A3G deaminase 0, EBI2 block -7 and CCR6 antagonist -1.
Screening CCn1cc(/C=C(\NC(=O)c2ccccc2F)C(=O)N2CCOCC2)c2ccccc21 returned GRIN3A LBD mod -2, CXCR6 inh 4, MPTP block -1.3, APOBEC3A inh -5, Gli-Sufu block -20, A3G deaminase -7, EBI2 block -6 and CCR6 antagonist 9.
For CCOC(=O)CSC1=C(C#N)C(c2ccccc2)C(C(C)=O)=C(C)N1 (centres undefined) the results were GRIN3A LBD mod -1, CXCR6 inh 2, MPTP block 0.5, APOBEC3A inh -3, Gli-Sufu block -1, A3G deaminase -2, EBI2 block -8 and CCR6 antagonist 15.
`CC12CC(c3ccccc3O1)C(C(=O)NCc1ccccc1)C(=O)N2` (centres undefined) gave GRIN3A LBD mod -8, CXCR6 inh -10, MPTP block -1.4, APOBEC3A inh 0, Gli-Sufu block -5, A3G deaminase -3, EBI2 block -6 and CCR6 antagonist 9.
For CC(C)NC(=O)NC(=O)COC(=O)c1ccc(S(=O)(=O)Nc2ccccc2)cc1 the results were GRIN3A LBD mod -1, CXCR6 inh -1, MPTP block 0.0, APOBEC3A inh 0, Gli-Sufu block -4, A3G deaminase -12, EBI2 block 0 and CCR6 antagonist -8.
Screening Cc1cc(C)cc(N=C(NO)c2cccc([N+](=O)[O-])c2)c1 returned GRIN3A LBD mod -1, CXCR6 inh -3, MPTP block 1.0, APOBEC3A inh -2, Gli-Sufu block -1, A3G deaminase -6, EBI2 block 1 and CCR6 antagonist -1.
For CCOC(=O)C1=C(C)NC(=O)NC1c1cc2c(cc1Br)OCO2 (centres undefined) the results were GRIN3A LBD mod 1, CXCR6 inh 4, MPTP block -8.0, APOBEC3A inh 4, Gli-Sufu block 11, A3G deaminase 2, EBI2 block -2 and CCR6 antagonist 17.
CC(C)C1Cc2c(C#N)c(N)sc(=S)c2CO1 (centres undefined) was read as GRIN3A LBD mod -3, CXCR6 inh 8, MPTP block -0.3, APOBEC3A inh 1, Gli-Sufu block -7, A3G deaminase 12, EBI2 block -5 and CCR6 antagonist 15.
`CCCCC1CCC(C(=O)NCC(c2ccco2)N2CCOCC2)CC1` (centres undefined) gave CXCR6 inh 0, MPTP block -0.3, APOBEC3A inh -2, A3G deaminase 0 and EBI2 block 19.

Sorted by number of heavy atoms (falling): some entries from above.
For CC(C)NC(=O)NC(=O)COC(=O)c1ccc(S(=O)(=O)Nc2ccccc2)cc1 the results were GRIN3A LBD mod -1, CXCR6 inh -1, MPTP block 0.0, APOBEC3A inh 0, Gli-Sufu block -4, A3G deaminase -12, EBI2 block 0 and CCR6 antagonist -8.
For CCOC(=O)C1=C(C)NC(=O)NC1c1cc2c(cc1Br)OCO2 (centres undefined) the results were GRIN3A LBD mod 1, CXCR6 inh 4, MPTP block -8.0, APOBEC3A inh 4, Gli-Sufu block 11, A3G deaminase 2, EBI2 block -2 and CCR6 antagonist 17.
Screening Cc1cc(C)cc(N=C(NO)c2cccc([N+](=O)[O-])c2)c1 returned GRIN3A LBD mod -1, CXCR6 inh -3, MPTP block 1.0, APOBEC3A inh -2, Gli-Sufu block -1, A3G deaminase -6, EBI2 block 1 and CCR6 antagonist -1.

Next section.
Screening COC(=O)CC1=C(C(=O)OC)[C@@H](c2ccccc2[N+](=O)[O-])C(C#N)=C(N)O1 returned GRIN3A LBD mod 1, CXCR6 inh 3, MPTP block -1.2, APOBEC3A inh 0, Gli-Sufu block -6, A3G deaminase 1, EBI2 block 2 and CCR6 antagonist -3.
For Cc1ccc(C)c(OCc2cc(C(=O)N3CCN(C(=O)c4ccco4)CC3)no2)c1 the results were GRIN3A LBD mod 3, CXCR6 inh -18, MPTP block -1.0, APOBEC3A inh -2, Gli-Sufu block -13, A3G deaminase -7, EBI2 block 3 and CCR6 antagonist 5.
Screening COc1ccc(OCc2nnc(SCC(=O)N3CCOCC3)o2)cc1 returned GRIN3A LBD mod -1, CXCR6 inh -14, MPTP block 1.2, APOBEC3A inh -3, Gli-Sufu block -5, A3G deaminase -2, EBI2 block 4 and CCR6 antagonist 8.
`CCCN1CNC(=S)N(c2cc(C)ccc2C)C1` gave GRIN3A LBD mod -1, CXCR6 inh 4, MPTP block -2.0, APOBEC3A inh -1, Gli-Sufu block -7, A3G deaminase -3, EBI2 block -5 and CCR6 antagonist 9.
`Cc1ccc(OCCN2CCN(c3ncnc4sc(C)c(C)c34)CC2)cc1` gave GRIN3A LBD mod 0, CXCR6 inh 5, MPTP block 97*, APOBEC3A inh -1, Gli-Sufu block 73*, A3G deaminase 0, EBI2 block 23 and CCR6 antagonist 4.
CCc1nnc(NC(=O)CCC(=O)Nc2ccc(C)cc2)s1 was read as GRIN3A LBD mod 2, CXCR6 inh -8, MPTP block -1.1, APOBEC3A inh -2, Gli-Sufu block -10, A3G deaminase -3, EBI2 block -6 and CCR6 antagonist 11.
C=CCOc1ccc(/C=C/C(=O)Nc2ccc(C(=O)NC)cc2)cc1 was read as GRIN3A LBD mod 24*, CXCR6 inh 6, MPTP block 0.6, APOBEC3A inh 23, Gli-Sufu block -14, A3G deaminase 4, EBI2 block 9 and CCR6 antagonist 4.
`CC(=O)c1cccc(N(C(=O)CNC(=O)c2ccco2)C(C(=O)NC2CCCC2)c2ccc(C)o2)c1` (centres undefined) gave GRIN3A LBD mod -1, CXCR6 inh 9, MPTP block -1.5, APOBEC3A inh -4, Gli-Sufu block -5, A3G deaminase -3, EBI2 block -3 and CCR6 antagonist 8.
For CCCCN(C(=O)c1ccc2c(c1)S(=O)(=O)N=C1CCCCCN12)c1c(N)n(CC(C)C)c(=O)[nH]c1=O the results were GRIN3A LBD mod -1, CXCR6 inh -4, MPTP block 0.2, Gli-Sufu block 5, EBI2 block -2 and CCR6 antagonist 4.
For CCc1cc(Cn2nc(C(=O)O)cc2-c2ccccc2)on1 the results were GRIN3A LBD mod 1, CXCR6 inh -13, MPTP block -1.6, APOBEC3A inh -1, Gli-Sufu block -2, A3G deaminase -10, EBI2 block -1 and CCR6 antagonist -5.
For CC(C)(C)c1csc(NC(=O)Cc2ccc(S(=O)(=O)N3CCOCC3)s2)n1 the results were GRIN3A LBD mod -3, CXCR6 inh -1, MPTP block 1.0, APOBEC3A inh 0, Gli-Sufu block -12, A3G deaminase -8, EBI2 block -5 and CCR6 antagonist 10.
`Cc1cc(Cl)c(S(=O)(=O)N2CCCC2)cc1OCC(=O)NC1CCCCC1` gave GRIN3A LBD mod -2, CXCR6 inh 0, MPTP block 37, APOBEC3A inh -1, Gli-Sufu block 13, A3G deaminase -1, EBI2 block 10 and CCR6 antagonist 5.
`CC(CS(=O)(=O)c1ccccc1[N+](=O)[O-])N1CCOCC1` (centres undefined) gave GRIN3A LBD mod 2, CXCR6 inh -8, MPTP block -0.7, APOBEC3A inh -1, Gli-Sufu block 1, A3G deaminase -6, EBI2 block -3 and CCR6 antagonist 4.
Screening O=C(c1ccc(Cn2cnnn2)cc1)N1CCCC(Nc2ccc(F)cc2)C1 (centres undefined) returned GRIN3A LBD mod 0, CXCR6 inh -10, MPTP block -0.4, APOBEC3A inh -6, Gli-Sufu block -4, A3G deaminase -11, EBI2 block -1 and CCR6 antagonist -1.
For CC(C)c1ccc(-n2cnn(-c3ncccc3[N+](=O)[O-])c2=O)cc1 the results were GRIN3A LBD mod -3, CXCR6 inh 4, MPTP block 0.3, APOBEC3A inh 1, Gli-Sufu block -119, A3G deaminase -3, EBI2 block -1 and CCR6 antagonist -1.
Cc1cc(OCC(=O)N(C)C2CCCCC2)ccc1Cl was read as GRIN3A LBD mod 1, CXCR6 inh 8, MPTP block -1.2, APOBEC3A inh -5, Gli-Sufu block -72, A3G deaminase -8, EBI2 block 74* and CCR6 antagonist 19.
`Cc1ccc2c(c1)COc1c3ccc(C(=O)NC(C)C)cc3nn1-2` gave GRIN3A LBD mod -2, CXCR6 inh 8, MPTP block -1.6, APOBEC3A inh -5, Gli-Sufu block -39, A3G deaminase -8, EBI2 block 6 and CCR6 antagonist 3.
Screening O=[N+]([O-])c1ccc2nc(C(O)C(O)c3nc4ccc([N+](=O)[O-])cc4[nH]3)[nH]c2c1 (centres undefined) returned GRIN3A LBD mod -12, CXCR6 inh -2, MPTP block -0.2, APOBEC3A inh 2, Gli-Sufu block -7, A3G deaminase 6, EBI2 block 2 and CCR6 antagonist 12.
Screening CCn1cc(CNc2nc3nonc3nc2N2CCCCC2)cn1 returned GRIN3A LBD mod 2, CXCR6 inh -6, MPTP block -2.6, APOBEC3A inh 2, Gli-Sufu block -13, A3G deaminase -4, EBI2 block -10 and CCR6 antagonist -8.
For O=C(Nc1ccc(O)c(-c2nc3ccccc3s2)c1)c1cc(=O)c2ccccc2o1 the results were GRIN3A LBD mod 9, CXCR6 inh 9, MPTP block 5.5, APOBEC3A inh -2, Gli-Sufu block 2, A3G deaminase -3, EBI2 block -2 and CCR6 antagonist 21.

High-throughput results (PubChem BioAssay)
